Tau fibril FP: inhibitors of human tau fibril formation; 280,000 compounds, 0.39% hits; K18 P301L tau heparin fibrillization, Alexa594 FP, 6 h; Potency, µM (doses to about 57.7 µM), without a hit: at the highest dose activity, negative = inhibition, usual class: inhibitors; note: % is set by controls: 0 for no effect and ±100 for the full control effect; nearly all actives have a fitted effect of over 55% in size
Target sequence (P10636 561-689 P618L limits assumed): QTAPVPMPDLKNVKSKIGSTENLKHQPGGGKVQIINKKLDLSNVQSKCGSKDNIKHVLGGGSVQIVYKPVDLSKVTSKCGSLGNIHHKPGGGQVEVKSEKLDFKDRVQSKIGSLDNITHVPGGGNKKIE
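Human tau K18 […] P301L fragment, 15 uM unlabeled plus 0.24 uM Alexa 594-labeled tau (final), with compound and 20 uM heparin in 100 mM sodium acetate pH 7; 6 hr at 37 C, then Alexa 594 FP read.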
ALDH1A1 block: ALDH1A1 (human) enzyme inhibition | P00352 | Purified ALDH1A1, NADH fluorescence, propionaldehyde substrate | Potency, µM (series often up to 75.3 µM), without a hit: top-dose activity, negative = inhibition, hits mostly inhibitors | 220,000 compounds, 7.3% hits | AID 1030; active = well fitted inhibition curve with a large enough effect, not every such curve was filed as active; inconclusive = small, poorly fitted or top-dose-only effect, or another doubt; inactive = no such curve, though single readings can be large or run the other way;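 note: plate controls were no enzyme wells and a reference inhibitor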
Target sequence (P00352 whole entry, looked up): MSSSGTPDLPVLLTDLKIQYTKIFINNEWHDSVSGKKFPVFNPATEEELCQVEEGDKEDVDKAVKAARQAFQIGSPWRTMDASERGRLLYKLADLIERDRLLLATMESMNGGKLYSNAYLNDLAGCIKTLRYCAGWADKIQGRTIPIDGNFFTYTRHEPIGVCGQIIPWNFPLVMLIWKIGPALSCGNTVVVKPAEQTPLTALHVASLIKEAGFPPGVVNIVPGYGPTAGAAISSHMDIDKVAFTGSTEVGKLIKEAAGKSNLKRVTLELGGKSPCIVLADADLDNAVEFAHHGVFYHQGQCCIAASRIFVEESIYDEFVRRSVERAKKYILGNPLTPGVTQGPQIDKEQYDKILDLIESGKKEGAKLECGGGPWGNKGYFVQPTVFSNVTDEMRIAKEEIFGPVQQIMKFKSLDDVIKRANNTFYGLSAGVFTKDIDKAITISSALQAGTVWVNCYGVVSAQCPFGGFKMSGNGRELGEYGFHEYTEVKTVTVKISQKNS
Tau fibril ThT: blocks human tau fibril formation measured by thioflavin T | P10636 | recombinant tau K18 P301L, heparin-induced fibrillization, ThT fluorescence | Potency, µM (highest dose often 57.4 µM), without a hit: at the highest dose activity, negative = inhibition, usual class: inhibitors | 270,000 compounds, 2.1% hits; note: % is set by controls: 0 for no effect and ±100 for the full control effect; nearly all actives have a fitted effect of over 55% in size
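Tau K18 P301L fragment (15 uM unlabeled plus 0.24 uM Alexa 594-labeled) in 100 mM sodium acetate pH 7 with compound, fibrillization induced by 20 uM heparin for 6 hr at 37 C. Thioflavin T (30 uM) added, fluorescence read after 1 hr (ex 450, em 510 nm).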
HttQ103 aggreg: reduces HttQ103-GFP aggregates in PC12 cells; PC12 HttQ103-GFP aggregates, Acumen cytometry, 40 h; Potency, µM (top dose mostly 46.1 µM), for inactives: top-dose activity change, negative = inhibition, usual class: inhibitors; 220,000 compounds, 1.1% hits; note: % is set by controls: 0 for no effect and ±100 for the full control effect; nearly all actives have a fitted effect of over 60% in size
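PC12/HTTQ103-GFP, ecdysone-inducible; teb 100 nM; cpd qHTS titration; GFP aggregates read on laser cytometer, Ex 488/Em 500-530 nm.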
Tau fluor counter: counter-screen for tau fibril formation inhibitors; tau K18 P301L Alexa594 fluorescence, heparin fibrillization; Potency, µM (top dose mostly 57.7 µM), for inactives: at the top dose activity change, negative = decrease; 280,000 compounds, 0.93% hits; note: % is set by controls: 0 for no effect and ±100 for the full control effect; nearly all actives have a fitted effect of over 55% in size
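Human tau K18 P301L (15 uM unlabeled, 0.24 uM Alexa 594-labeled) in 100 mM sodium acetate pH 7 with 20 uM heparin, 6 hr at 37 C. ThT 30 uM added, 1 hr ambient; Alexa 594 FP and total fluorescence read at 555/632 nm.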
JMJD2E inh: JMJD2E (human) inhibition; B2RXH2; JMJD2E catalytic domain, FDH-coupled NADH fluorescence (FDH is formaldehyde dehydrogenase); Potency, µM (titrated, usually from 57.1 µM), for the others: at the top dose activity change, negative = inhibition, hits mostly inhibitors; 230,000 compounds, 1.6% hits; active = well fitted inhibition curve with a large enough effect, not every such curve was filed as active; inconclusive = small, poorly fitted or top-dose-only effect, or another doubt; inactive = no such curve, though single readings can be large or run the other way;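 note: 0% = wells with enzyme and -100% = buffer wells without enzyme; nearly all actives have a fitted effect of over 50% in size; many of its hits are not listed in these tables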
Target sequence (B2RXH2 1-337 limits assumed): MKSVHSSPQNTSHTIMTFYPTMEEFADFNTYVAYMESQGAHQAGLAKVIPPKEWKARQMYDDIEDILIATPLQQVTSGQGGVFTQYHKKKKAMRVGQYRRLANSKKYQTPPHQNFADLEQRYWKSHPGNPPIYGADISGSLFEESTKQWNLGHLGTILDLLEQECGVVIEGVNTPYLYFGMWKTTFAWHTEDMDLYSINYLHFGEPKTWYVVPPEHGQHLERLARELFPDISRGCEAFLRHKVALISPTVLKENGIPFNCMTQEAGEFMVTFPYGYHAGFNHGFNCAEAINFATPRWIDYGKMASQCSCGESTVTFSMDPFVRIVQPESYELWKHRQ
HTT cytoprotect: Huntington cell model cytoprotection by ATP luminescence; PC12 HTT-Q103 induced, cytoprotection, ATP luminescence, 40 h; Potency, µM (series often up to 56.4 µM), inactives show cytoprotection (ATP increase), actives largely listed as activators; 230,000 compounds, 0.14% hits; AID 1471;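 note: % of control where 0% means no effect; nearly all actives have a fitted effect of over 45% in size; toxic huntingtin expression switched on by the ecdysone agonist tebufenozide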
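ATP quantification (ATPlite) reports survival of PC12 cells in which tebufenozide, 100 nM final, switches on Htt exon 1 with 103 glutamines linked to GFP; compounds are titrated.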
SMN2 splice up: SMN2 splice variant enhancement. 210,000 compounds, 2.8% hits. HEK293 SMN2-luciferase splicing reporter, luminescence, 30-36 h. Potency, µM (series often up to 46.1 µM), inactives show at the highest dose activity change, positive = activation, actives largely listed as activators; note: % of control where 0% means no effect; nearly all actives have a fitted effect of over 55% in size
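HEK293 cells carry an SMN2 minigene-luciferase reporter in which exon 7 inclusion puts luciferase in frame. Cells were seeded at 2000 cells/well, attached for 10-12 hours, then exposed to compounds for 30-36 hours at 37C before ONE-Glo luminescence.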
The depositor's hits bear a star; ? = inconclusive; . = not tested or not shown; & = joins results of further samples; [ ] = remark or other dose. Unless noted, calls come from the whole dose curve; as a rule, active = well fitted curve in the direction sought with a large enough effect; inconclusive = small, poorly fitted or top-dose-only effect, or another doubt; inactive = no such curve, though single readings can be large; an effect the other way counts as inactive or inconclusive. Potency is the fitted concentration of half-maximal effect.

smiles | Tau fibril FP | ALDH1A1 block | Tau fibril ThT | HttQ103 aggreg | Tau fluor counter | JMJD2E inh | HTT cytoprotect | SMN2 splice up
C=CCN1CCC23c4c5ccc(O)c4OC2/C(=N/N=C2\CCC4(O)C6Cc7ccc(O)c8c7C4(CCN6CC=C)C2O8)CCC3(O)C1C5 (configuration not stated) | ? | -6% | ? | . | ? | . | -16% | -61%[inhibitor]
Cc1nn(Cc2ccccc2)c(C)c1C(=O)OCC(=O)NC1CCS(=O)(=O)C1 (configuration not stated) | -9% | 13% | 4% | 3% | 4% | -1% | 0%[0.074 µM] | 6%
CC(N)Cc1ccc(O)cc1 (configuration not stated) | -5% | 3% | -5% | -5% | -10% | 1% | -23% | -6%
CN(C)C(=O)Oc1ccc(C(=O)c2ccccc2)cc1 | -6% | -6% | 0% | 9% | -4% | 1% | 0%[10 µM] | 18%
CC1(C)OC(c2ccccc2)=C/C(=C/C=C2C(=O)NC(=S)NC2=O)O1 | ? | ? | -1% | ? | ? | -9% | -2%[10 µM] | -10%
OCC1CCCN2CCCCC12 (configuration not stated) | 8%&-9% | 3%&-4% | 3%&9% | . | 5%&1% | -2% | 28%&-39% | -7%
O=C(Nc1cccc(Cl)c1)c1c(O)c2c(n(Cc3ccco3)c1=O)CCCC2 | -4% | -3% | 5% | -6% | 0% | -21% | 4% | -14%
C[N+]1(CC2COC(c3ccco3)O2)CCCCC1 (configuration not stated) | -9% | 10% | -4% | 9% | -9% | -2% | 3% | -24%
Cc1ccc(C(=O)NC2CC3CCC(C2)N3)cc1 (configuration not stated) | 3% | 11% | 3% | 1% | 0% | 0% | 19% | 23%
CN1CCC2(CC1)NC(=O)c1ccccc1N2 | -6% | . | 1% | -8%[9.22 µM] | -3% | ? | 20%[10 µM] | .
COC(=O)C1=C(N)Oc2c(c(=O)oc3ccccc23)C1c1cccnc1 (configuration not stated) | -6% | 8% | -10% | 11% | -11% | -18% | 0% | 0%
COc1ccc(CN2CCN(c3ccccc3F)CC2)cc1O | 1% | ? | -11% | 0% | -3% | -16% | -23%[10 µM] | -29%
COc1cc2c(cc1OC)-c1c(OC)c(OC)c(OC)c3ccnc(c13)C2=O | -2% | 3% | 10µM* | 11µM* | -26% | -7% | . | -44%[inhibitor]
O=P(O)(Oc1ccccc1)OC(c1ccccc1)C(F)(F)F (configuration not stated) | 11% | -6% | -3% | 15% | -1% | 0% | -13% | -18%
CCN(CC)CCCN=C(C)c1c(O)n(C2CCCCC2)c(=O)[nH]c1=O | 5% | ? | -3% | 1% | -2% | -2% | -12%[0.074 µM] | 8%
COc1cc2c(cc1OC)[C@@H]1C(=O)c3ccc(OC)c(CC=C(C)C)c3OC1CO2 (some centres not stated) | -8% | ? | -27% | . | -29% | 18µM* | . | -55%[inhibitor]
COC(=O)C1C(=O)C=C(Nc2ccc(F)cc2F)CC1c1ccccc1 (configuration not stated) | 0% | ? | -6% | -19% | -3% | -2% | 4%[10 µM] | -6%[1.84 µM]
O=C1CCO1 | 0% | 1% | -6% | 9% | -9% | 4% | ? | -1%&0%
c1ccc(CCNCc2ccccc2)cc1 | ? | 1% | 2% | -13% | 6% | 7% | 27%[10 µM] | 17%
CN1CCC(N(C)c2nc(-c3ccc([N+](=O)[O-])cc3)nc3ccccc23)CC1 | 6% | ? | ? | -19% | ? | -7% | -7%[10 µM] | -49%[inhibitor]

(more compounds)
smiles | Tau fibril FP | ALDH1A1 block | Tau fibril ThT | HttQ103 aggreg | Tau fluor counter | JMJD2E inh | HTT cytoprotect | SMN2 splice up
CCC(=Nc1ccc2c(c1)CCC2)c1c(O)n(C2CCCCC2)c(=O)[nH]c1=O | 0% | -13% | -13% | -5% | 4% | 4% | 18% | -29%
Cc1cc(C(=O)O)sc1C(N)C(=O)O (configuration not stated) | -15% | -1% | ? | . | -16% | ? | 10% | 5%
Cc1cc(C)n2nc(SCC(=O)N3CCC4(CC3)OCCO4)nc2n1 | -4% | -6% | -13% | -7% | -7% | -9% | -16% | 3%
O=c1c2ccccc2nc(/C=C/c2ccccc2O)n1-c1ccc(Br)cc1 | -6% | . | 15% | . | -24% | . | . | -5%
CC(=NCC1CCCO1)c1c(O)n(C2CCCCC2)c(=O)[nH]c1=O (configuration not stated) | -3%[0.0958 µM] | . | . | 3%[9.22 µM] | -3%[0.0958 µM] | -25% | 10%[10 µM] | .
O=c1[nH]c2ccccc2c(=O)n1-c1cccc(Cl)c1 | 2% | -7% | -13% | 9% | -8% | ? | 16% | -14%
CCC(CC)C(=O)NC1CCSC1=O (configuration not stated) | -1% | 5% | 2% | 5% | 5% | -1% | 15% | -8%
CC1CCCN(CC(=O)N2CCCc3ccccc32)C1 (configuration not stated) | -3% | 7% | -1% | -5% | 4% | 3% | -12%[10 µM] | -6%
O=C(Oc1ccc2ccc(OC(=O)N3CCOCC3)cc2c1)N1CCOCC1 | 3% | 3% | -4% | 16% | -1% | 6% | -8% | -33%[inhibitor]
Cn1cccc1/C=C1/C(=O)NC(=O)N(Cc2ccccc2)C1=O | 1% | ? | ? | -12% | -20% | -3% | . | 28%
Cc1nc2ccccc2n1C1CCN(Cc2nnnn2CCc2ccccc2)CC1 | 0% | -9% | -4% | 29% | 1% | -26% | -17% | .
Cc1c(CCN)ccc2c1[nH]c1ccccc12 | 4% | . | . | 29%[9.22 µM] | ? | -8% | 3%[10 µM] | .
O=C(O)c1cccc2c1NC(c1cccc([N+](=O)[O-])c1)C1CC(Sc3ccccc3[N+](=O)[O-])C(Cl)C21 (configuration not stated) | ? | 3.5µM* | 32µM* | . | ? | ? | . | 12%
CCOP(=O)(OCC)c1cc(CC)ccc1O | -7% | 2% | -9% | -17%[9.22 µM] | -7% | -2% | 10%[10 µM] | .
CN(C)[C@@H]1C(=O)C(C(N)=O)=C(O)[C@@]2(O)C(=O)C3=C(O)c4c(O)cccc4[C@@](C)(O)C3CC12 (some centres not stated) | -1% | ? | -9% | . | -5% | . | 20% | .
O=C1NC(=O)N(Cc2ccco2)C(=O)/C1=C\c1ccc(-c2ccc(F)cc2)o1 | -7% | . | . | -14%[9.22 µM] | -18% | -2% | -8%[10 µM] | .
Cc1cc(Cl)nc(N)n1 | 0% | 7% | 3% | 28% | 11% | 11% | -3%[10 µM] | 18%
CC(N)C(=O)c1ccco1 (configuration not stated) | -4% | -2% | -9% | 3% | -5% | 5% | 11% | -4%
C=C(CO)CC1CC(O)[C@]2(C)OC3CC4OC5C[C@]6(C)O[C@]7(C)CCC8OC9C[C@]%10(C)OC%11C(C)=CC(=O)OC%11CC%10OC9C[C@@H](C)C8OC7CC6O[C@]5(C)C/C=C\C4OC3CC2O1 (some centres not stated) | 10% | 1.4µM* | -13% | -9%[9.22 µM] | 8% | 2% | 33%[10 µM] | .
COC(=O)[C@@H]1C[C@H]2CC[C@H](O)C[C@H]2N1CC1CC1 | 4% | 9% | -7% | . | -3% | ? | -14% | 1%

(cont.)
smiles | Tau fibril FP | ALDH1A1 block | Tau fibril ThT | HttQ103 aggreg | Tau fluor counter | JMJD2E inh | HTT cytoprotect | SMN2 splice up
CCc1ccc(CNC(=O)c2ccc3c(c2)N=C(C)c2cc(C)ccc2S3)cc1 | ? | . | -15% | . | -27% | . | . | 1%
CC(N)[C@H](O)c1ccc(O)c(O)c1 (some centres not stated) | ? | -3% | 3.5µM* | . | ? | 5.6µM* | . | -6%
O=C1NO[C@@H]2CN[C@@H](C(=O)O)[C@H]12 | -2% | 6% | -7% | . | -11% | ? | 15% | -4%
C#CCN1CCN(c2ccc(F)cc2)CC1 | -7% | 1% | -10% | 27% | -9% | 8% | 12%[10 µM] | 0%
CCCCCCN=C(C)c1c(O)n(CCCC)c(=O)[nH]c1=O | -4% | 3% | -10% | -18% | -11% | 6% | -18% | .
CC(=O)[C@@]1(O)CC[C@H]2[C@@H]3CC=C4C[C@@H](O)CC[C@]4(C)[C@H]3CC[C@@]21C | -6% | 6% | -2% | -2% | -6% | 5% | . | -13%
CCN(CC)c1ccc(/C=C2\C(=O)NC(=O)N(CC3CCCO3)C2=O)cc1 (configuration not stated) | -17% | 0.25µM* | ? | -12% | 3% | ? | 31%[10 µM] | -10%
CN1CCC2(CC1)CC(NC=O)c1ccccc1O2 (configuration not stated) | -1% | 7% | -9% | . | 2% | -7% | . | -4%
CCOC(=O)c1[nH]c(C)c(C(=O)N2CCC3(CC2)OCCO3)c1C | 0% | ? | -5% | -14% | 1% | 6% | -5% | 8%
C=CP(=O)(O)c1ccccc1 | 1% | 12% | 2% | 21% | -1% | 7% | 5% | 9%
O=C(N/N=C/c1c(O)n(C2CC2)c(=S)[nH]c1=O)c1ccccc1O | 4% | -4% | ? | ? | -17% | ? | 21%[10 µM] | ?
CC(C)c1ccc(OCC(=O)Nc2cc(-c3nc4ncccc4o3)ccc2Cl)cc1 | -5% | . | ? | . | -3% | . | . | 4%
c1ccc(SSc2ccccc2)cc1 | 13µM* | -2% | 25µM* | 12% | -19% | -14% | . | -40%[inhibitor]
CCOC(=O)C1=C(N)OC2=C(C(=O)CCC2)C12C(=O)N1c3c(ccc(C)c32)C(C)=CC1(C)C (configuration not stated) | 3% | 1% | 2% | 15% | -3% | 12% | 0%[10 µM] | -29%
CN(C)c1ccc(P(=S)(N(C)C)N(C)C)cc1 | -3% | ? | -7% | -14% | -11% | ? | 13% | -13%
CC12CCC3C(CCC4C/C(=N/O)CCC43C)C1CCC2O (configuration not stated) | 0% | 14% | -13% | 1% | -14% | 1% | -5%[10 µM] | -19%

Limited to HTT cytoprotect (four entries from above):
molecule | HTT cytoprotect
CCOC(=O)c1[nH]c(C)c(C(=O)N2CCC3(CC2)OCCO3)c1C | -5%
CN(C)c1ccc(P(=S)(N(C)C)N(C)C)cc1 | 13%
CCCCCCN=C(C)c1c(O)n(CCCC)c(=O)[nH]c1=O | -18%
C=CP(=O)(O)c1ccccc1 | 5%

Only part of the results is shown; rates above refer to the full screens.
